PDI inh = inhibitors of human protein disulfide isomerase | P07237 | PDI insulin aggregation turbidity, A650, 90 min | inhibition, % at 10 µM | 0.052% of 350,000 active | AID 588391;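 active = mean inhibition across replicates of 30% or more, whatever share of single replicates reach that level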;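 note: absorbance from insulin aggregation driven by PDI reduction with DTT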
Target sequence (P07237 whole entry, looked up): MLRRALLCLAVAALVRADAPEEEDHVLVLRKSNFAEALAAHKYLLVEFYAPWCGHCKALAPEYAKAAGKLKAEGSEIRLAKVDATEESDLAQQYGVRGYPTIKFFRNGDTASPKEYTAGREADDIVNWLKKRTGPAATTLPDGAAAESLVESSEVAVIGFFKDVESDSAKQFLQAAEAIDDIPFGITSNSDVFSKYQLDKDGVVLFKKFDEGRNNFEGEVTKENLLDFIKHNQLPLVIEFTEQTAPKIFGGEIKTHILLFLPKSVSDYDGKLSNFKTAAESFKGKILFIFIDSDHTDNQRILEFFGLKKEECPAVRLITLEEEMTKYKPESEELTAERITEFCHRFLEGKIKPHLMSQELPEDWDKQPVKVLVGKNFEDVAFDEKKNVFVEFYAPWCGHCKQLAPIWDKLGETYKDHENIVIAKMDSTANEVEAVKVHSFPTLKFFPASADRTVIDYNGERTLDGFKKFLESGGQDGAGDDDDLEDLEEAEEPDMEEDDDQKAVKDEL
Glyco luc inh = N-linked glycosylation inhibition. 0.23% of 360,000 active. D54 ERlucT glycosylation luciferase reporter, 24 h; percent of 100 nM tunicamycin response. reporter increase, % at 12.5 µM;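 active = mean luciferase reporter signal, scaled so untreated is 0 and the glycosylation-blocking control 100, at or above a set limit in every replicate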;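 note: luciferase carries N-glycosylation sites so blocking glycosylation raises the light; 0% = median of neutral control wells and 100% = median of 100 nM tunicamycin wells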
ABCB6 inh 2 = blocks the human ABCB6 transporter. K562-ABCB6 porphyrin accumulation, flow cytometry, 1 h; hits give low values. fluorescence ratio to DMSO, % at 10 µM. Q9NP58. AID 602162. 0.19% of 360,000 active;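 active = fluorescence ratio to DMSO below 75%, the collection mean minus 3 SD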;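 note: signal is porphyrin accumulated inside mitochondria; 100% equals median channel fluorescence of DMSO control wells; lower ratio means ABCB6 inhibition with less porphyrin fluorescence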
HTR2A ag = agonists of mouse serotonin 5-HT2A receptor (HTR2A); activation, % at 7.6 µM; AID 624169; CHO-K1 mHTR2A beta-arrestin complementation, luminescence; percent of 30 µM serotonin response; 0.66% of 360,000 active; P35363;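 active = activation above a run cutoff, the mean activation of all tested compounds plus 3 SD, cut at about 14% in these data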;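 note: 0% = plate median of compound wells and 100% = 30 µM serotonin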
Target sequence (P35363 whole entry, looked up): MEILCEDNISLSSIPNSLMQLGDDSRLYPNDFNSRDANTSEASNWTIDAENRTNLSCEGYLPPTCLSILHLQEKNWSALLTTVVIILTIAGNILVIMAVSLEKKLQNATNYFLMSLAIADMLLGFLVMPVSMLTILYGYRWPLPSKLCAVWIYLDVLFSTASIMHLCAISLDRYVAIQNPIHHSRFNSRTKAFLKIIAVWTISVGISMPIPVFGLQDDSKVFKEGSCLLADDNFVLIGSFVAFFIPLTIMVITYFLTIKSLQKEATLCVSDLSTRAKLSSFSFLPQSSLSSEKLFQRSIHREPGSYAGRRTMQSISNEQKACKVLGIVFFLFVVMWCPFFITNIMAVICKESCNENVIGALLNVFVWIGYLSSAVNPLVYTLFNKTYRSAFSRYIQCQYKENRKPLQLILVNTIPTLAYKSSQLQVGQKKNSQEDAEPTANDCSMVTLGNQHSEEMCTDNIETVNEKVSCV
MC4R antag cAMP = blocks human MC4R cAMP signaling; inhibition, % at 6.5 µM; 0.48% of 360,000 active; MC4R-expressing cells, MTII-stimulated cAMP, LANCE TR-FRET;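 active = inhibition above its plate's cutoff, the mean of tested wells on that plate plus 3 SD, cut at about 29% in these data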;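 note: 0% = Melanotan II alone and 100% = Melanotan II plus saturating MCL0020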
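Material: human MC4R-expressing U2OS cells. Probe or stimulus: Melanotan II challenge. Dosing: 6.5 µM single dose. Times: 30-min compound, 1-h challenge, 1-h detection, room temperature. Technique: TR-FRET with Eu-cAMP and labeled anti-cAMP, 671 nm. Replication: singlicate.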
CaV13 FRET inh = Disruptors of the CACNA1D IQ motif to Ca2+-dependent inactivation inhibitor domain association, primary screening, Förster resonance energy transfer in intact living …; HEK cells, CFP/YFP FRET ICDI-IQ, plate reader, 10 min; percent FRET-ratio fall versus neutral wells; inhibition, % at 12.3 µM; 0.098% of 340,000 active; AID 743397;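 active = mean replicate inhibition of at least 30% and at least 1% of replicates passing that level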;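 note: 0% = median of the neutral control wells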
H9c2 protect = modulators protecting cardiomyocytes from myocardial damage; H9c2 cardiomyocytes, H2O2 injury protection, ATPLite, 2 h; protection from H2O2 cell death, % at 20 µM; 0.63% of 360,000 active; AID 588492;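 active = compounds giving at least 50% protection of heart cells from peroxide-induced death in the single-dose screen, raw or plate-pattern-corrected value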;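 note: 0% = DMSO wells with peroxide and 100% = DMSO wells without peroxide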
Vif inh = blocks HIV Vif function | HEK293T cells, Vif self-association by quenched fluorescence, imaging, 24 h | 0.35% of 340,000 active | inhibition, % at 7.49 µM; in the data active = inhibition above about 50%, passing the limit was not always enough; note: some results filed as inactive read as strong as hits
MC4R barr agon = activates human MC4R beta-arrestin recruitment; U2OS MC4R beta-arrestin complementation, luminescence; percent of melanotan II response, DMSO zero; 0.98% of 360,000 active; activation, % at 8.9 µM; P32245;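 active = activation above a per-plate cutoff, the mean activation of sample wells on that plate plus 3 SD, cut at about 8% in these data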
aDG glyco up = alpha-DG glycosylation activation. Pro5-aDG cells, alpha-DG glycosylation AlphaScreen (IIH6); 0% Pro5, 100% B10-LARGE cell signal. activation, % at 10 µM. 0.22% of 360,000 active. AID 624168;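 active = activation of at least 8% versus controls, or a plate z-score of at least 8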;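 note: Pro5 are CHO cells carrying HIG-tagged alpha-DG that lacks glycosylation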
* marks the source's active call; other numbers are inactive results; i = inactive; nt = no result given. Compounds as they come (roughly 3.6% active in at least one column).

SMILES	PDI inh	Glyco luc inh	ABCB6 inh 2	HTR2A ag	MC4R antag cAMP	CaV13 FRET inh	H9c2 protect	Vif inh	MC4R barr agon	aDG glyco up
CCCCN(CCCC)CC(O)CN1C(=O)NC(C)(C)C1=O (configuration not stated)	-6	-1	93	0	2	nt	13	5	-2.9	-0.1
Cc1cc(N/C(=N\S(=O)(=O)c2ccc(Cl)cc2)c2ccc(F)cc2)no1	-3	nt	98	0	11	-4	2	nt	-0.1	0.0
COCCSc1ccccc1C(=O)N1CCCC1	0	0	88	-1	4	-7	8	4	-2.3	-0.2
O=C(CCNC(=O)c1ccco1)Nc1ccccc1N1CCOCC1	-3	1	99	0	0	-5	6	nt	-1.9	-0.2
COc1ccccc1NC(=O)Cc1nc(=O)[nH]c(=O)[nH]1	6	3	103	-5	-1	-6	2	0	0.2	0.1
Oc1ccc2ccccc2c1C1Nc2cccc3cccc(c23)N1	-11	2	98	-10	10	-9	-10	-2	0.1	-0.5
O=C(O)CCCNc1ccc(S(=O)(=O)Nc2ccccc2C(=O)O)cc1C(=O)O	-4	3	95	-2	2	-4	-3	3	-0.1	-0.3
O=C(NNC(=O)c1ccc2c(=O)n3c(nc2c1)CCC3)c1ccc(F)cc1	-6	2	97	4	1	-6	3	-6	-3.6	0.1
CCOc1ccc(CNC(=O)C(=O)c2cn(CC(=O)N3CCOCC3)c3ccccc23)cc1OC	-6	0	100	2	0	-10	-8	-5	-2.3	0.3
COC(=O)c1cn(NC(=O)Cn2nc([N+](=O)[O-])c(Cl)c2C)c(=O)c2ccccc12	6	2	95	0	7	-3	-5	-5	-2.4	0.1

Five entries drawn at random from those above, as already listed:
SMILES	PDI inh	Glyco luc inh	ABCB6 inh 2	HTR2A ag	MC4R antag cAMP	CaV13 FRET inh	H9c2 protect	Vif inh	MC4R barr agon	aDG glyco up
CCCCN(CCCC)CC(O)CN1C(=O)NC(C)(C)C1=O (configuration not stated)	-6	-1	93	0	2	nt	13	5	-2.9	-0.1
CCOc1ccc(CNC(=O)C(=O)c2cn(CC(=O)N3CCOCC3)c3ccccc23)cc1OC	-6	0	100	2	0	-10	-8	-5	-2.3	0.3
O=C(O)CCCNc1ccc(S(=O)(=O)Nc2ccccc2C(=O)O)cc1C(=O)O	-4	3	95	-2	2	-4	-3	3	-0.1	-0.3
O=C(CCNC(=O)c1ccco1)Nc1ccccc1N1CCOCC1	-3	1	99	0	0	-5	6	nt	-1.9	-0.2
Oc1ccc2ccccc2c1C1Nc2cccc3cccc(c23)N1	-11	2	98	-10	10	-9	-10	-2	0.1	-0.5

(further entries)
SMILES	PDI inh	Glyco luc inh	ABCB6 inh 2	HTR2A ag	MC4R antag cAMP	CaV13 FRET inh	H9c2 protect	Vif inh	MC4R barr agon	aDG glyco up
CC(CCc1ccccc1)C(=O)NO (configuration not stated)	5	-1	97	-1	-3	nt	9	-6	-2.3	-0.2
CN1CCC(OC(=O)C23CCC(C)(C(=O)O2)C3(C)C)CC1 (configuration not stated)	3	1	100	-1	4	-15	2	-19	-0.2	0.0
Cc1ccc(S(=O)(=O)N(C)CC(=O)OCC(=O)c2c(N)n(C)c(=O)n(C)c2=O)cc1	-4	0	99	1	11	-13	15	-4	0.3	-0.7
Cc1cc(C)c(S(=O)(=O)c2ccccc2C)c(OCC(C)(C)C)n1	-1	-4	100	2	-3	-2	-26	-14	2.8	-0.2
CN(CCC1CCCCO1)C(=O)CCc1nnc(C2CCCCC2)o1 (configuration not stated)	8	3	95	5	6	0	12	0	-1.4	-0.2
CCCc1nnc(NC(=O)COc2ccc3c(c2)OCO3)s1	-3	2	102	-3	11	-3	1	4	0.9	-0.1
O=C(Nc1ccc(N2C(=O)C3C4C=CC(C4)C3C2=O)cc1)Nc1nncs1 (configuration not stated)	-9	3	99	0	0	-6	-9	11	-1.0	-0.4
O=C(NCC1CCCO1)C(c1ccc(F)cc1)N(CC1CCCO1)C(=O)c1ccc(-c2ccccc2)[nH]1 (configuration not stated)	-6	1	91	-1	4	0	6	9	-3.6	-0.1
COc1ccc(-c2cc(=O)oc3c(C)c(OC(C)C(C)=O)ccc23)cc1 (configuration not stated)	-1	-2	i	4	12	-4	23	8	1.7	0.1
Cc1ccc(CN(CC(=O)NC2CCCC2)C(=O)CSc2nnc(COc3ccccc3)o2)cc1	7	-3	95	-6	1	-5	-3	2	-1.3	0.0
O=C1CCN(Cc2ccc([N+](=O)[O-])cc2)CCN1CCO	2	0	90	4	8	-4	0	nt	0.2	-0.3
Cc1cc(NS(=O)(=O)c2ccc(NC(=O)c3ccco3)cc2)no1	3	1	106	-2	2	nt	8	6	-2.2	-0.1
CCCc1nnc(NC(=O)c2cc(OC)cc(OC)c2)s1	6	1	100	0	1	-4	-2	5	-0.7	0.0
NC(=O)COc1ccc(/C=N\NC(=O)c2ccc(-c3ccccc3)cc2)cc1	7	nt	97	1	-1	-2	12	nt	0.6	1.0
Cc1ccc(CNC(=O)CCS(=O)(=O)c2cccc3nonc23)cc1	0	0	94	1	8	-5	1	1	-0.8	-0.2
Cc1c(C2N3CC4(C)CN2CC(C)(C3)C4=O)c2ccccc2n1C (configuration not stated)	5	1	98	6	-1	-4	-2	21	-1.8	-0.2
Cc1nn(-c2ccccc2)nc1CNC(=O)CC(C)(C)C	-13	1	93	-2	-2	-5	-4	0	2.3	0.1
COc1cc(Cl)c(C)cc1NC(=O)COc1ccccc1[N+](=O)[O-]	4	4	99	-4	0	-5	-10	3	0.2	-0.5
COc1ccc(C(=O)NC(=S)Nc2ccccc2F)cc1	-4	1	98	1	6	-5	0	5	2.6	-0.1
CCOc1ccc(N(C(=O)c2cnccn2)C(C(=O)NC2CCCCC2)c2ccc(O)cc2)cc1 (configuration not stated)	-9	-1	99	3	8	-4	7	-22	-0.3	1.3
CNC(=O)NC(=O)CSc1nnc(-c2ccco2)n1-c1ccccc1	-6	1	98	-5	4	-3	2	-3	0.3	-0.1
CCn1c(COC(=O)CNC(=O)c2ccccc2F)nc2cc(S(=O)(=O)N(C)C)ccc21	-4	2	98	-2	7	-6	-2	4	-1.3	-0.5
COc1ccc2oc3cc(C)[n+]([O-])c(-c4ccc(Br)cc4)c3c2c1	-9	-8	99	-2	0	-11	20	-5	-0.2	0.3
COc1ccc(NC(=O)/C(=C/c2cccnc2)NC(=O)c2cccs2)cc1	1	3	101	7	-2	-4	-2	-4	-0.9	-0.1
Cc1ccc(-c2ccc(/C=N\NC(=O)c3cc4c(ccc5ccccc54)o3)o2)cc1[N+](=O)[O-]	-6	0	96	-3	6	nt	35	24	-0.6	-0.8
CCCNc1c(N)c(=O)oc2ccccc12	-5	1	99	4	-14	-8	2	-2	0.3	0.0
CCC(C)NC(=O)c1cc(CC(C)C)on1 (configuration not stated)	nt	-1	99	4	-3	-5	-5	-2	1.7	0.4
O=C(NCCCN1CCOCC1)/C(=C/c1ccc(F)cc1)NC(=O)c1ccccc1	0	-1	92	1	19	-2	3	-7	-0.8	0.1
COc1ccccc1N1C(=O)C(Cl)=C(Nc2ccccc2O)C1=O	11	1	129	1	3	-6	-11	0	-3.6	0.4
CSCCNC(=O)c1ccc(C(C)(C)C)cc1	5	-10	89	-5	6	-4	-30	-4	-1.1	0.4
C/C(=N\Nc1c([N+](=O)[O-])c(C)nn1C)c1ccc(F)cc1F	-3	-3	98	4	5	4	5	0	6.7	0.7
O=C(NCc1ccc(F)cc1)C1CCN(S(=O)(=O)c2ccc(Br)s2)CC1	-1	-2	93	2	-1	-5	0	22	-1.3	0.1
NC(=O)c1ccsc1NC(=O)c1coc2ccccc2c1=O	-24	-6	95	5	-6	-1	-17	-3	2.3	-0.5
O=C(NCCN1CCOCC1)C(=O)NCC1OCCN1S(=O)(=O)c1cc(F)ccc1F (configuration not stated)	5	1	105	5	0	-6	1	-5	-2.0	-0.2
CCc1ccccc1NC(=O)CNC(=O)c1n[nH]c(=O)c2ccccc12	2	3	94	11	14	-3	22	0	-2.6	-0.1
O=C(O)CSC1c2ccccc2C(=O)N1c1ccccc1 (configuration not stated)	-7	1	118	7	7	-5	3	-9	2.2	0.0
CCC(CC)C(=O)Nc1ccc(C(=O)Nc2cc(C)on2)cc1	-1	0	99	3	3	-7	-2	2	-2.8	1.1
O=C(CNC(=O)c1ccccc1F)OCC(=O)c1c[nH]c2ccccc12	7	-1	99	7	15	-6	-4	-3	-0.2	0.5
CCc1nc2c(OCC3COc4ccccc4O3)cccn2c1N(C)C(=O)c1ccc(OC)cc1 (configuration not stated)	-2	0	97	-2	12	-4	2	-3	0.3	-0.1
COCCCNS(=O)(=O)c1ccc(SC)cc1	5	1	98	-6	9	-5	-4	0	-3.0	0.1
Cc1ccc(CONS(=O)(=O)c2cc(C)ccc2C)cc1	-7	0	96	1	-3	-2	-16	0	8.2*	-0.2
OCC1(CCOc2ccccc2)CCN(Cc2ccccc2OC(F)F)CC1	1	-2	101	-12	16	-2	2	16	2.3	0.0
C=CCN1C(=O)C(CC(=O)O)SC1=Nc1c(C)n(C)n(-c2ccccc2)c1=O (configuration not stated)	0	1	94	4	16	nt	-3	8	-1.1	-0.1
Cc1nc(SCc2nc3ccc(C(F)(F)F)cc3[nH]2)c2oc3ccccc3c2n1	1	0	105	0	4	-14	-26	-2	-0.5	-0.1
O=C(CCCNS(=O)(=O)c1ccccc1)NCc1ccco1	6	-1	101	-3	9	-3	-3	-8	-1.3	0.2
CCCCSC1=C(C#N)C(c2ccccc2C)C(C(=O)OCC)C(=O)N1 (configuration not stated)	2	-2	97	-4	18	-8	-9	-5	-0.9	0.5
CCCCCc1nnc(NC(=O)CS(=O)(=O)Cc2ccccc2)s1	-4	3	100	0	10	-3	-2	29	-0.7	0.0
COC(=O)[C@@]1(Cc2ccc(OC)cc2)[C@H]2c3cc(C(=O)N(C)C)n(Cc4c(CO)[nH]cc(C)c4=O)c3C[C@H]2CN1C(=O)c1ccccc1	12	4	92	-4	1	-10	13	-3	0.0	-0.4
O=C(CCc1nnc(C2(c3ccc(Cl)cc3)CCC2)o1)N1CCCC(O)C1 (configuration not stated)	-11	3	97	-1	1	-4	-4	-3	-3.4	0.0
Cn1[nH]c(C(F)(F)F)cc1=O	-6	1	113	8	14	0	0	-16	0.8	1.3
The results go on:
SMILES	PDI inh	Glyco luc inh	ABCB6 inh 2	HTR2A ag	MC4R antag cAMP	CaV13 FRET inh	H9c2 protect	Vif inh	MC4R barr agon	aDG glyco up
CC1=C(C(=O)NCCN2CCN(C)CC2)C2(CCC(C)CC2)OC1=O (configuration not stated)	-3	2	101	5	5	-3	1	3	-0.3	0.1
CC1(C)CC(NC(=O)C(Cl)(Cl)Cl)CC(C)(C)N1	5	4	97	6	6	-3	-1	3	-0.7	-0.3
Cc1ccc(C(C)NC(=O)CSc2ccc(S(=O)(=O)N3CCOCC3)cn2)cc1C (configuration not stated)	-4	0	104	-6	-1	-5	-7	3	0.4	-0.3
N#C/C(=N/Nc1ccc(S(=O)(=O)N2CCOCC2)cc1)C(N)=O	-2	5	98	-1	20	-5	-2	6	1.5	-0.5
CCn1c2ccccc2c2nnc(SCCCn3c(=O)[nH]c4ccccc43)nc21	-1	-2	98	1	-44	nt	27	-8	-0.5	0.5
Cc1sc2nc(N)sc2c1C	10	-1	96	-3	-1	0	5	8	-0.4	-0.1
